aDG glyco up: alpha-DG glycosylation activation. activation, % at 10 µM. actives 0.22% (n = 360,000). Pro5-aDG cells, alpha-DG glycosylation AlphaScreen (IIH6); 0% Pro5, 100% B10-LARGE cell signal;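 active = activation of at least 8% versus controls, or a plate z-score of at least 8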;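 also: Pro5 are CHO cells carrying HIG-tagged alpha-DG that lacks glycosylation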
Glyco luc inh: N-linked glycosylation inhibition; D54 ERlucT glycosylation luciferase reporter, 24 h; percent of 100 nM tunicamycin response; reporter increase, % at 12.5 µM; actives 0.23% (n = 360,000); AID 588692;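 active = mean luciferase reporter signal, scaled so untreated is 0 and the glycosylation-blocking control 100, at or above a set limit in every replicate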;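 also: luciferase carries N-glycosylation sites so blocking glycosylation raises the light; 0% = median of neutral control wells and 100% = median of 100 nM tunicamycin wells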
ABCB6 inh 2: inhibitors of human ABC transporter ABCB6. fluorescence ratio to DMSO, % at 10 µM. actives 0.19% (n = 360,000). K562-ABCB6 porphyrin accumulation, flow cytometry, 1 h; stronger effect = lower value;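 active = fluorescence ratio to DMSO below 75%, the collection mean minus 3 SD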;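 also: signal is porphyrin accumulated inside mitochondria; 100% equals median channel fluorescence of DMSO control wells; lower ratio means ABCB6 inhibition with less porphyrin fluorescence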
PDI turbidity: PDI (human) enzyme inhibition | P07237 | AID 588391 | PDI insulin aggregation turbidity, A650, 90 min | inhibition, % at 10 µM | actives 0.052% (n = 350,000);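 active = mean inhibition across replicates of 30% or more, whatever share of single replicates reach that level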;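 also: absorbance from insulin aggregation driven by PDI reduction with DTT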
Target sequence (P07237 whole entry, looked up): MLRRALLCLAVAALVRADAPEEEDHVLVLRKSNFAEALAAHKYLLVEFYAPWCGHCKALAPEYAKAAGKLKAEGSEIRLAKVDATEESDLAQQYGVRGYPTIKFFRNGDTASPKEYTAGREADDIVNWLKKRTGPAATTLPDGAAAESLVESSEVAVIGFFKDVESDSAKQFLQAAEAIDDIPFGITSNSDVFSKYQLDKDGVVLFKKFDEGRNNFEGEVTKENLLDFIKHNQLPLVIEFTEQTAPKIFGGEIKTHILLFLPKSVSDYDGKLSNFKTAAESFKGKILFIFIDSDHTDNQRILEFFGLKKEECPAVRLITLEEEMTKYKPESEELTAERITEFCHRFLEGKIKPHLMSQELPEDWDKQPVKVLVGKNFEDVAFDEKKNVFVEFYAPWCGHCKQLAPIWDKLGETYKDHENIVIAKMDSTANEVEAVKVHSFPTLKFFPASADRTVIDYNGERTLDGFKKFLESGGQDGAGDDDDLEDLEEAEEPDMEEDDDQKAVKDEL
Exocytosis inh: lytic granule exocytosis inhibition; TALL-104 LAMP-1 surface exposure, flow cytometry; cells stimulated with thapsigargin and PMA; inhibition, % at 10 µM; actives 0.66% (n = 360,000); AID 651702;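 active = inhibition above about 55%, limit read from the data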
Vif imaging: inhibitors of HIV Vif. HEK293T cells, Vif self-association by quenched fluorescence, imaging, 24 h. inhibition, % at 7.49 µM. actives 0.35% (n = 340,000). AID 602346; in the data active = inhibition above about 50%, passing the limit was not always enough; also: some results filed as inactive read as strong as hits
Cardio protect: protects H9c2 cardiomyocytes from peroxide injury; H2O2 injury protection, ATPLite, 2 h; protection from H2O2 cell death, % at 20 µM; actives 0.63% (n = 360,000); AID 588492;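 active = compounds giving at least 50% protection of heart cells from peroxide-induced death in the single-dose screen, raw or plate-pattern-corrected value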;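 also: 0% = DMSO wells with peroxide and 100% = DMSO wells without peroxide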
HTR2A ag: activates the mouse 5-HT2A serotonin receptor; P35363; CHO-K1 mHTR2A beta-arrestin complementation, luminescence; percent of 30 µM serotonin response; activation, % at 7.6 µM; actives 0.66% (n = 360,000); AID 624169;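 active = activation above a run cutoff, the mean activation of all tested compounds plus 3 SD, cut at about 14% in these data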;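 also: 0% = plate median of compound wells and 100% = 30 µM serotonin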
Target sequence (P35363 whole entry, looked up): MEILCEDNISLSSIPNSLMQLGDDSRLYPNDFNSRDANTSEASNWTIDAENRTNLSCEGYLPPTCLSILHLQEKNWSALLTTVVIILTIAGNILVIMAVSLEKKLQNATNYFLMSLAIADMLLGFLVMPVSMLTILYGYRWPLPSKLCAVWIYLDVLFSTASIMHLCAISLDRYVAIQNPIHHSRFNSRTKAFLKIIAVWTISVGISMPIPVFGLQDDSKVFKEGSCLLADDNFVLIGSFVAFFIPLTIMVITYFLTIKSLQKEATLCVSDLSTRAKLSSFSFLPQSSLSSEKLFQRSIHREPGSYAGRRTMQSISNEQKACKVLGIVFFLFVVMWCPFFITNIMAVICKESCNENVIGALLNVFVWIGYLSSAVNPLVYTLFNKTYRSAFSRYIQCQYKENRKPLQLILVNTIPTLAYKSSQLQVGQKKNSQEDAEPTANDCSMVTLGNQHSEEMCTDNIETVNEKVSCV
hiPSC survival: enhancers of human iPSC single-cell survival; hiPSC single-cell survival, ATPlite luminescence; 100% = ROCK inhibitor wells, 0% = DMSO; actives 0.044% (n = 360,000); AID 602274; survival enhancement, % at 20 µM; in the data active = survival enhancement above about 18%;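 also: cells exposed to compounds for 16 hours before the ATP read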
CaV13 FRET inh: Primary screen for inhibitors of IQ motif and Ca2+-dependent inactivation inhibitor domain binding in CACNA1D, Förster resonance energy transfer in living cells, …; actives 0.098% (n = 340,000); inhibition, % at 12.3 µM; HEK cells, CFP/YFP FRET ICDI-IQ, plate reader, 10 min; percent FRET-ratio fall versus neutral wells; AID 743397;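 active = mean replicate inhibition of at least 30% and at least 1% of replicates passing that level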;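 also: 0% = median of the neutral control wells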
* hit, by the source's call; · = no result given; & = joins results of further samples.

SMILES	aDG glyco up	Glyco luc inh	ABCB6 inh 2	PDI turbidity	Exocytosis inh	Vif imaging	Cardio protect	HTR2A ag	hiPSC survival	CaV13 FRET inh
CN(CC(=O)NC(=O)Nc1ccccc1F)Cc1ccccc1F	0.1	1	91	5	8	2	-4	3	-2.6	-6
CC(=O)N(C1=C(N)C(=O)c2ccccc2C1=O)C(C)C	1.5	6	102	0	0	0	-4	0	-2.4	-2
CC1CC(C)CN(C(=O)C(Cc2ccccc2)NC(=O)c2ccccc2)C1 (centres undefined)	0.0	-2	101	-1	-2	-8	20	5	-0.5	-7
CCOc1cc(/C=C(/C#N)C(=O)Nc2ccc(OC)cc2)ccc1OCc1ccc(C(=O)O)cc1	0.0	2	96	14	-5	-3	16	8	0.2	-4
CCc1ccccc1N(CC(=O)NC1CCCCC1)C(=O)CNC(=O)c1ccco1	-0.1	2	102	5	-17	-1	4	3	-0.4	-3
CC(C)COc1ccc(C(=O)Nc2ccc(N3CCOCC3)cc2N2CCOCC2)cc1	-0.3	-1	100	1	0	·	14	-4	-0.5	-10
CCN(CC)CCCN(Cc1cc2ccc(C)c(C)c2[nH]c1=O)C(=O)NC1CCCCC1	0.7	6	98	-4	-1	1	5	-8	-1.6	-4
O=C(/C=C/c1ccc(Cl)c(Cl)c1)n1cccn1	0.0	1	100	-1	-1	·	7	10	-2.2	-4
Cc1cccc(NC(=S)NC(NC(=O)c2ccco2)C(Cl)(Cl)Cl)c1 (centres undefined)	0.1	7	91	11	-2	-12	-9	7	-1.7	-2
CC(=O)C(Cc1ccccc1)NC(=O)CN(C)Cc1ccccc1Cl (centres undefined)	0.0	-1	100	8	20	-14	-9	-7	-0.3	-3
Cc1ccccc1N1CCN(S(=O)(=O)C[C@]23CCC(CC2NC(=O)[C@@H](N)CCS(C)(=O)=O)C3(C)C)CC1 (some centres undefined)	3.3	-1	103	1	14	-2	7	-1	-1.6	-6
COC(=O)c1cc(S(=O)(=O)Nc2cccc(-c3cnco3)c2)oc1C	-0.1	1	99	17	-3	-11	-4	2	-0.3	·
O=S(=O)(N1CCOCC1)n1c(Cc2ccccc2)nc2ccccc21	-0.1	-1	99	1	0	-1	1	-7	-2.0	·
O=C(CN1C(=O)S/C(=C\c2ccccc2)C1=O)NNC(=O)c1ccccc1O	0.1	2	100	3	-3	·	34	-1	4.8	-8
C=CCn1c(CSc2nc3ccccc3s2)nnc1SCC(=O)OCC	0.2	-1	99	1	0	-2	3	6	-1.1	-7
CC(C)Cn1c(SCC(=O)Nc2ncccn2)nc2ccccc21	-0.1	1	92	6	0	-3	-5	-1	-0.7	-5
O=C(NCc1ccc(S(=O)(=O)NC2CCCCC2)s1)c1ccccc1	-0.2	2	100	-8	-1	9	-5	4	0.3	-4
CCOC(=O)c1ccc(S(=O)(=O)N2CCC(C(=O)Nc3nnc(C)o3)CC2)cc1	0.0	4	95	-14	-1	3	-2	0	-0.4	-6
COc1cc(/C=C2\N=C(C)OC2=O)cc(OC)c1OC	-0.1	1	106	-6	5	-7	27	-1	-0.1	-6
CCCNC(=O)C1(C)CCN(C(=O)c2cccc(Cl)c2)C1 (centres undefined)	0.4	1	100	-3	-7	5	5	10	-2.9	-11
O=C(C1=C[C@H](C2CCCCC2)C[C@H](OCCCCO)O1)N1CCN(Cc2ccccc2)CC1	0.0	1	97	7	-3	5	0	-1	2.0	-11
CC(C)c1ccc(C(C)NCCS(=O)(=O)c2ccc(Cl)cc2)cc1 (centres undefined)	-0.2	-3	94	-24	2	2	-10	6	-0.2	-4
Cc1ccccc1N1CCN(C2CCCN(C(=O)c3cnsn3)C2)CC1 (centres undefined)	0.0	1	97	3	4	-3	9	1	-0.1	-14
CCOP(=O)(OCC)C(NC(=O)Nc1cccc(Cl)c1)c1ccccc1 (centres undefined)	0.0	-2	96	-4	2	-9	-4	3	-1.2	-15
COc1cc(OC)cc(C(=O)Nc2ncc3c(n2)CC(C)CC3=O)c1 (centres undefined)	0.3	1	98	2	-2	·	1	6	2.7	-5

Next section, starting with the last 3 of the part before.
SMILES	aDG glyco up	Glyco luc inh	ABCB6 inh 2	PDI turbidity	Exocytosis inh	Vif imaging	Cardio protect	HTR2A ag	hiPSC survival	CaV13 FRET inh
Cc1ccccc1N1CCN(C2CCCN(C(=O)c3cnsn3)C2)CC1 (centres undefined)	0.0	1	97	3	4	-3	9	1	-0.1	-14
CCOP(=O)(OCC)C(NC(=O)Nc1cccc(Cl)c1)c1ccccc1 (centres undefined)	0.0	-2	96	-4	2	-9	-4	3	-1.2	-15
COc1cc(OC)cc(C(=O)Nc2ncc3c(n2)CC(C)CC3=O)c1 (centres undefined)	0.3	1	98	2	-2	·	1	6	2.7	-5
Cc1nn(-c2ccc(C(F)(F)F)cn2)c(C)c1Oc1ccccc1O	-0.1	-7	105	-2	0	-2	1	3	-2.0	-5
Clc1cccc(Cc2c(C3CCCCC3)nc3c4ccccc4ccn23)c1	0.1	·	101	·	-2	·	·	-6	-0.5	-5
CN(Cc1ccon1)C(=O)CC1C(=O)NCCN1CC(C)(C)C (centres undefined)	0.0	1	104	-2	-1	-7	-5	1	1.4	-5
CC1=C[C@H](C)[C@H](c2c(F)cccc2Cl)CC1=O	-0.3	4	102	-3	-2	0	4	-3	-2.4	·
C[C@H](CO)N1C[C@H](C)[C@@H](CN(C)S(=O)(=O)c2ccccc2F)Oc2ncc(Br)cc2C1=O	0.5	0	98	-3	-2	-9	-12	12	-0.3	-4
COc1cccc(N2CC(O)Cn3c2nc2c3c(=O)[nH]c(=O)n2C)c1 (centres undefined)	-0.1	4	98	7	-8	7	3	-1	0.6	-11
C[C@H]1COC(=O)[C@@H](CC(=O)OC(C)(C)C)C/C=C\C[C@H](CC(=O)NCCO)C(=O)N1	-0.3	2	101	-6	0	-4	9	-3	-2.1	-5
O=C(O)c1ccc(N2CC3CC(C2)c2cccc(=O)n2C3)c(NC(=S)Nc2ccc(Cl)cc2Cl)c1 (centres undefined)	-0.2	1	101	-1	9	-9	-12	-3	-1.0	6
O=C(Nc1cccc([N+](=O)[O-])c1)ONC1=NCCCCC1	-0.1	-1	96	6	-2	6	7	2	1.9	-4
Cc1ccnc2c1NC(=O)c1cccnc1N2C1CC1	0.1	5	105	-2	-1	-1&38	0	0	-0.5	-5
O=C(Cn1c(-c2ccccc2)c[n+]2ccsc12)c1ccc([N+](=O)[O-])cc1	-0.3	14	101	8	1	-3	-5	-2	-2.1	-3
COc1ccc(/C=N/NC(=O)CNC(=O)c2ccc3c(c2)OCCO3)c(C(=O)O)c1OC	0.0	-1	90	-7	0	-1	-2	2	-0.5	-4
COc1cccc(OC)c1C(=O)N1CCN(Cc2c[nH]c3ccccc23)CC1	0.0	-2	98	-6	0	-4	8	-1	-1.1	-6
O=C(C1CCN(Cc2cc(Cl)ccc2O)CC1)N1CCN(Cc2ccccc2)CC1	0.1	-2	99	-11	0	3	4	-4	0.4	-4
CCn1c(COc2ccccc2OC)nnc1SCC(=O)NC1CCCC1	0.0	4	99	7	-4	-13	-2	9	0.5	-4
CCn1nc2cc(C(=O)NCC34CC5CC(CC(C5)C3)C4)ccc2c1OC	0.3	0	99	-2	4	-3	0	1	-1.9	-5
CCOC(=O)c1ccc(N2C(=O)CC(N3CCN(Cc4ccccc4)CC3)C2=O)cc1 (centres undefined)	0.0	-1	99	5	-1	·	-6	-2	5.7	-5
N#Cc1nc(COc2ccccc2)oc1NCCCn1ccnc1	0.0	1	95	0	0	42	-5	-4	-1.7	-4
CC1CCCCC1NC(=O)CN(C)S(=O)(=O)c1cccc2cccnc12 (centres undefined)	0.0	1	96	-2	-4	2	4	4	-0.6	-1
CCOC(=O)c1c(NC(=O)CN2C(=O)NC3(CCCCC3)C2=O)sc(C)c1-c1ccc(C)cc1	0.7	-4	95	-15	1	0	-7	-2	0.7	-6
CC(C)CN(C(=O)c1ccc([N+](=O)[O-])s1)c1c(N)n(Cc2ccccc2)c(=O)[nH]c1=O	0.5	3	108	1	-4	-8	-1	4	-0.4	-6
O=C(COC(=O)c1ccccc1Br)Nc1ccc2[nH]c(=O)[nH]c2c1	-0.1	1	101	10	-1	0	10	0	-0.3	-7
COc1cccc(-n2c(C)cc(/C=C3\C(=N)N4N=C(CC(=O)N5CCOCC5)SC4=NC3=O)c2C)c1	0.0	2	102	0	-8	-7	-3	-8	-0.5	-12
COc1ccc(OC)c(NC(=O)c2cccc(S(=O)(=O)N(Cc3ccccc3)c3ccccc3OC)c2)c1	-0.1	-3	95	7	7	4	-7	1	2.2	-4
Cc1cc2[nH]c(=O)c(=O)[nH]c2cc1S(=O)(=O)N1CCC(C)CC1	-0.1	1	104	·	-5	1	-2	5	-1.7	-5
OC[C@@H]1CN(Cc2ccc(Cl)cc2)C[C@H](n2cnc3c(NCc4ccncc4)ncnc32)O1	0.0	0	101	-4	-5	5	-1	3	0.8	-3
O=C(NNC(=O)c1ccco1)c1csc(N2CCOCC2)n1	0.0	1	106	3	4	6	1	-4	-0.3	-2

Another view of some results above.
Cc1cc2[nH]c(=O)c(=O)[nH]c2cc1S(=O)(=O)N1CCC(C)CC1
  aDG glyco up: -0.1
  Glyco luc inh: 1
  ABCB6 inh 2: 104
  PDI turbidity: ·
  Exocytosis inh: -5
  Vif imaging: 1
  Cardio protect: -2
  HTR2A ag: 5
  hiPSC survival: -1.7
  CaV13 FRET inh: -5
COc1cccc(N2CC(O)Cn3c2nc2c3c(=O)[nH]c(=O)n2C)c1 (centres undefined)
  aDG glyco up: -0.1
  Glyco luc inh: 4
  ABCB6 inh 2: 98
  PDI turbidity: 7
  Exocytosis inh: -8
  Vif imaging: 7
  Cardio protect: 3
  HTR2A ag: -1
  hiPSC survival: 0.6
  CaV13 FRET inh: -11
O=C(C1CCN(Cc2cc(Cl)ccc2O)CC1)N1CCN(Cc2ccccc2)CC1
  aDG glyco up: 0.1
  Glyco luc inh: -2
  ABCB6 inh 2: 99
  PDI turbidity: -11
  Exocytosis inh: 0
  Vif imaging: 3
  Cardio protect: 4
  HTR2A ag: -4
  hiPSC survival: 0.4
  CaV13 FRET inh: -4
O=C(Cn1c(-c2ccccc2)c[n+]2ccsc12)c1ccc([N+](=O)[O-])cc1
  aDG glyco up: -0.3
  Glyco luc inh: 14
  ABCB6 inh 2: 101
  PDI turbidity: 8
  Exocytosis inh: 1
  Vif imaging: -3
  Cardio protect: -5
  HTR2A ag: -2
  hiPSC survival: -2.1
  CaV13 FRET inh: -3

Compound activity: PubChem, several laboratories
